G9a block = qHTS Assay for Inhibitors of Histone Lysine Methyltransferase G9a | actives 8.8% (n = 350,000) | Potency, µM (doses to about 102 µM), for the others: at the highest dose activity, negative = inhibition, actives largely listed as inhibitors | Histone-lysine N-methyltransferase EHMT2 (Homo sapiens), Q96KQ7 | G9a H3K9 monomethylation, AlphaScreen, 2 h; active = well fitted inhibition curve with a large enough effect; inconclusive = small, poorly fitted or top-dose-only effect; inactive = no such curve, though single readings can be large or run the other way; note: nearly all actives have a fitted effect of over 75% in size
Target sequence (Q96KQ7 913-1193 limits assumed): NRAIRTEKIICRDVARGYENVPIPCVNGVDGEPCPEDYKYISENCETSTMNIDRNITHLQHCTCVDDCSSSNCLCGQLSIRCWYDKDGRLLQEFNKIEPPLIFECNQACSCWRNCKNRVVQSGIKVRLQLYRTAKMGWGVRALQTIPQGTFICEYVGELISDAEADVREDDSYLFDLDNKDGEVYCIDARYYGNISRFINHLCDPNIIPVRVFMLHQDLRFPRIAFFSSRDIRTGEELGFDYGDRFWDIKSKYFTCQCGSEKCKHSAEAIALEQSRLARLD
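Using a bead-based AlphaScreen, monomethylated H3K9 product from 2 h room-temperature reactions (G9a 20 nM, peptide 500 nM, SAM 20 uM) was detected with 0.5 ug/mL rabbit anti-H3K9me1 antibody.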
An asterisk follows results filed as active; ? = inconclusive; [ ] = remark or other dose. % is set by controls: 0 for no effect and ±100 for the full control effect; potency is the fitted concentration of half-maximal effect. Some of the compounds tested (hit frequency here may not be typical).

Structure	G9a block
O=c1c(-c2cc(F)cc(F)c2)nc2cncnc2n1-c1ccccc1	6.9%[0.501 µM]
COCCn1c(=O)c(-c2cccc(C#N)c2)nc2cnc(Nc3ccccc3)nc21	6.7%[0.501 µM]
CCCC(=O)Nc1nc2c(ncn2[C@@H]2O[C@H]3COP(=O)(O)O[C@@H]3[C@@H]2OC(=O)CCC)c(=O)[nH]1	25.0%[59 µM]
Cc1cnc(CNc2ncncc2-c2ccccc2Cl)cn1	29.4%[0.501 µM]
O=S(=O)(c1ccccc1)N1CCC2(CCN(C(c3ccccc3)c3ccccc3)CC2)CC1	1.0%[12.7 µM]
c1ccc(CNc2nc(-c3ccc4c(c3)OCO4)nc3ccccc23)cc1	10.4%[0.501 µM]
COc1ccc2[nH]cc(CCNc3nc(-c4cccc(C#N)c4)nc4ccccc34)c2c1	-8.1%[0.501 µM]
Cc1ccccc1-c1nc(NCc2cccs2)c2ccccc2n1	-30.4%[0.501 µM]
CCNc1ncc2nc(CCc3ccccc3)c(=O)n(C[C@H]3CCCO3)c2n1	-0.5%[0.501 µM]
Cc1ccccc1-c1ccc2ncnc(N3CCOCC3)c2c1	5.1%[0.501 µM]
COc1cccc(Cn2c(=O)c(CCc3ccccc3)nc3cnc(N4CCNCC4)nc32)c1	4.8%[0.501 µM]
Cn1cc(-c2nc3cncnc3n(-c3ccccc3)c2=O)c2ccccc21	5.4%[0.501 µM]
O=C(Nc1ccccc1)N1CC[C@@]2(CCCN(C(=O)c3cnccn3)C2)C1	?
Cc1ccccc1-c1ccc2ncnc(NCc3cccnc3)c2c1	-8.0%[0.501 µM]
O=C(Nc1ccccc1)N1CC2(CCN(C(=O)c3cc(C(F)(F)F)cc(C(F)(F)F)c3)CC2)C1	9.8%[12.7 µM]
CCCC(=O)OC1(C(=O)CO)CCC2C3CCC4=CC(=O)CCC4(C)C3C(O)CC21C (stereo not drawn)	20.5%[59 µM]
Cn1c(=O)c(-c2ccc(Cl)cc2)nc2cnc(Nc3ccccc3)nc21	-1.9%[0.501 µM]
COc1ccc(-n2c(=O)c(C)nc3cnc(N4CCOCC4)nc32)cc1	-2.1%[0.501 µM]
Cc1c(O)cc(O)c2c(=O)c(-c3ccc(O)cc3)coc12	-39.6%[2.33 µM]
Cc1nc2cnc(N3CCOCC3)nc2n(Cc2ccc(F)cc2)c1=O	-1.1%[0.501 µM]
CC(CCC(=O)O)C1CCC2C3CC[C@H]4CC(O)CC[C@@]4(C)C3C=C[C@]12C (stereo partly drawn)	-22.7%[2.33 µM]
O=C(c1ccco1)N1CCC[C@@]2(CCN(Cc3nccs3)C2)C1	-6.6%[12.7 µM]
CC[C@H]1C(c2cccc(Cl)c2)=NN(c2ccccc2)[C@@H]1CO	27.0%
CC(=O)NCCNc1nc(-c2ccccc2C)nc2ccccc12	6.3%[0.501 µM]
CCCCC/C=C\C/C=C\CCCCCCCCCC(=O)O	16.4%[59 µM]
CCCCC[C@H](O)/C=C/[C@@H]1[C@@H](C/C=C\CCCC(=O)O)[C@@H](O)C[C@@H]1O	31.3%[59 µM]
CN(C)c1ccc(-c2cncnc2Nc2ccccc2)cc1	1.1%[0.501 µM]
CN(C)c1ncc2ncc(=O)n(Cc3cccs3)c2n1	13.6%[12.7 µM]
N#Cc1cccc(NC(=O)N2CCCC3(CCN(C(=O)c4cnccn4)CC3)C2)c1	-3.4%[12.7 µM]
CN(C)C(=O)c1ccc(-c2cncnc2NC2CCNCC2)cc1	-22.4%[0.501 µM]
CCCCCCCCCCCCCC(=O)N[C@H](C)[C@@H](O)c1ccccc1	17.1%[59 µM]
CCN1CCN(C(=O)N[C@H](C(=O)N[C@@H]2C(=O)N3[C@@H]2SC(C)(C)[C@@H]3C(=O)O)c2ccccc2)C(=O)C1=O	24.2%[21.5 µM]
COc1ccc(CNC(=O)CSc2nc3[nH]ncc3c(=O)n2-c2ccccc2Br)cc1	?
Cc1cnc(CNc2ncncc2-c2ccoc2)cn1	25.6%[0.501 µM]
Cc1noc(C)c1C(=O)N1CCC2(CCN(Cc3nccs3)CC2)CC1	3.3%[12.7 µM]
CS(=O)(=O)N1CCC2(CC1)CN(C(c1ccccc1)c1ccccc1)C2	-2.7%[12.7 µM]
CN(C)CC(O)Cn1c2ccc(Br)cc2c2cc(Br)ccc21 (stereo not drawn)	?
CC(=O)NCC(=O)N[C@H](CCC(=O)O)C(=O)O	3.4%[59 µM]
C#C[C@]1(O)CC[C@@H]2[C@H]3CCc4cc(OC)ccc4[C@@H]3CC[C@@]21C	23.3%[21.5 µM]
COc1ccc(Oc2ncc3nc(C)c(=O)n(Cc4ccc(F)cc4)c3n2)cc1	3.0%[12.7 µM]
COc1ccc(C(=O)N2CCC[C@@]3(CCN(CC(C)C)C3)C2)cc1	1.7%[12.7 µM]
CCNc1ncc2nc(-c3cc(F)cc(F)c3)c(=O)n(CCC#N)c2n1	10.7%[0.501 µM]
CN1CCN(c2ncc3ncc(=O)n(CCC#N)c3n2)CC1	6.1%[0.501 µM]
FC(F)(F)c1ccccc1-c1ccc2ncnc(N3CCOCC3)c2c1	21.5%[0.501 µM]
Cn1cc(-c2nc3cnc(N4CCNCC4)nc3n(C)c2=O)c2ccccc21	0.0%[0.501 µM]
O=C(c1cccc(F)c1)N1CCC2(CC1)CN(c1ncccn1)C2	11.6%[12.7 µM]
CC(=O)N1CCC2(CCN(Cc3ccncc3)CC2)CC1	6.2%[12.7 µM]
COc1ccc(NC(=O)N2CCC3(CC2)CCN(S(C)(=O)=O)CC3)cc1	-0.8%[12.7 µM]
COc1ccc2[nH]cc(CCNc3ccnc(-c4ccc(C(=O)N(C)C)cc4)n3)c2c1	-7.8%[0.501 µM]
CC(=O)OC1CCC2(C)C3CC(=O)C4(C)C(CC5OC6(CCC(C)CO6)C(C)C54)C3CC[C@H]2C1 (stereo partly drawn)	-5.3%[2.33 µM]
COc1ccc(CNc2cc(-c3cccnc3)ncn2)c(OC)c1	-34.0%[0.501 µM]
Cn1cccc1C(=O)N1CCC[C@@]2(CCN(Cc3nccs3)C2)C1	2.2%[12.7 µM]
COc1ccc(-c2nc3cnc(N4CCNCC4)nc3n(Cc3cccc(OC)c3)c2=O)cc1	-2.4%[12.7 µM]
O=c1c(-c2ccc(F)c(F)c2)nc2cncnc2n1C1CC1	5.2%[0.501 µM]
COc1ccc(/C=C/c2cc(OC)cc(=O)o2)cc1	29.5%[59 µM]
CCOC(=O)C1OC1C(=O)NC(CC(C)C)C(=O)NCCC(C)C (stereo not drawn)	32.1%[59 µM]
COc1cc2c(cc1OC)-c1c(oc3cc(O)cc(O)c3c1=O)CO2	-37.6%[2.33 µM]
c1nc(NC2CC2)c2cc(-c3ccoc3)ccc2n1	7.3%[0.501 µM]
N#Cc1cccc(NC(=O)N2CC[C@@]3(CCCN(C(=O)c4cccc(F)c4)C3)C2)c1	1.9%[12.7 µM]
Cn1c(=O)c(-c2ccc(Cl)cc2)nc2cnc(N3CCOCC3)nc21	7.2%[0.501 µM]

(list continues)
Structure	G9a block
O=C(Nc1cccc(F)c1)N1CC[C@@]2(CCCN(S(=O)(=O)c3ccccc3)C2)C1	-0.1%[12.7 µM]
COc1ccc2c(c1)OCC(Cc1ccc(O)c(OC)c1)C2=O (stereo not drawn)	-16.8%[2.33 µM]
O=c1c(CCc2ccccc2)nc2cnc(N3CCNCC3)nc2n1Cc1cccs1	6.9%[0.501 µM]
CC(CCC(=O)O)C1CCC2C3CC[C@H]4CC(O)CC[C@@]4(C)C3CC[C@@]12C (stereo partly drawn)	-38.6%[2.33 µM]
CS(=O)(=O)N1CCC2(CCCN(C(=O)Nc3cccc(F)c3)C2)CC1	8.6%[12.7 µM]
Cn1cccc1C(=O)N1CCC[C@@]2(CCN(Cc3ccc(C#N)cc3)C2)C1	7.4%[12.7 µM]
COc1ccc2oc(=O)c(C(=O)OCC(=O)c3ccc([N+](=O)[O-])cc3)cc2c1	?
CCOC(=O)N1CCC(NC(=O)C(NC(=O)C2CCCCC2)C(C)C)CC1 (stereo not drawn)	-5.4%[59 µM]
COCCn1c(=O)c(-c2ccc(F)cc2)nc2cnc(Oc3ccc(OC)cc3)nc21	4.0%[12.7 µM]
O=C(c1cc(C(F)(F)F)cc(C(F)(F)F)c1)N1CCC2(CCCN(Cc3ccccc3)C2)CC1	1.4%[12.7 µM]
N#Cc1ccc(CN2CCC3(CC2)CCN(S(=O)(=O)c2ccccc2)CC3)cc1	7.2%[12.7 µM]
CS(=O)(=O)N1CCC[C@@]2(CCN(Cc3ccccc3)C2)C1	-13.9%[12.7 µM]
COc1cccc(-c2cncnc2NCc2cnc(C)cn2)c1	0.6%[0.501 µM]
COCCn1c(=O)cnc2cnc(OC)nc21	-1.1%[0.501 µM]
C=C(C)[C@]12C[C@@H](C)[C@@]34OC(Cc5ccccc5)(O[C@@H]1[C@@H]3C=C(COC(=O)Cc1cc(OC)c(O)cc1I)C[C@]1(O)C(=O)C(C)=C[C@@H]41)O2	21.9%[59 µM]
c1ccc(CNc2ncncc2-c2ccoc2)cc1	4.0%[0.501 µM]
COc1ccccc1-c1cc(Nc2ccc(F)cc2)ncn1	11.4%[0.501 µM]
COc1ccccc1CN1CCC2(CC1)CCN(C(=O)c1cccn1C)CC2	-0.1%[12.7 µM]
O=C(Nc1cccc(F)c1)N1CCCC2(CCN(C(=O)c3cccc(F)c3)CC2)C1	2.3%[12.7 µM]
COCC(=O)N1CCC[C@@]2(CCN(c3ccccn3)C2)C1	10.5%[12.7 µM]
COc1cc(-c2coc3cc(OCc4ccccc4)c(OC)c(O)c3c2=O)cc(O)c1OC	-29.8%[2.33 µM]
COc1cccc(Cn2c(=O)c(-c3cccs3)nc3cnc(N4CCN(C)CC4)nc32)c1	-6.7%[12.7 µM]
C[C@@](N)(Cc1ccc(O)c(O)c1)C(=O)O	-26.8%[21.5 µM]
CC(C)(C)c1ccc(C(CC(=O)O)NC(=O)Cc2ccc(F)cc2)cc1 (stereo not drawn)	?
Cc1oc(/N=C/c2c(O)ccc3ccccc23)c(C#N)c1C	1.58µM*
C[C@H]1[C@@H](O)[C@@H](C)\C=C/C=C\C=C/C=C\C=C/C=C\C=C/[C@@H](O[C@H]2O[C@@H](C)[C@@H](O)[C@@H](N)[C@@H]2O)C[C@@H]2O[C@](O)(C[C@@H](O)C[C@@H](O)[C@@H](O)CC[C@@H](O)C[C@@H](O)CC(=O)O[C@H]1C)C[C@@H](O)[C@H]2C(=O)O (stereo in doubt)	8.7%[21.5 µM]
O=C(c1cnccn1)N1CCC2(CCN(Cc3ccncc3)CC2)CC1	4.3%[12.7 µM]
O=C(Nc1cccc(F)c1)N1CC2(CCN(C(=O)c3csnn3)CC2)C1	5.4%[12.7 µM]
Cc1noc(C)c1C(=O)N1CCC2(CCCN(Cc3ccccc3)C2)CC1	1.4%[12.7 µM]
O=C(Nc1cccc(F)c1)N1CCCC2(CCN(C(=O)c3csnn3)CC2)C1	9.7%[12.7 µM]
COc1ccc(C(=O)N2CCC3(CCCN(c4ccc(-c5ccccc5)cc4)C3)CC2)cc1	-2.5%[12.7 µM]
Cn1c(=O)c(-c2ccccc2)nc2cnc(Oc3ccccc3)nc21	5.6%[12.7 µM]
COCC(=O)N1CCC[C@@]2(CCN(C(=O)Nc3ccc(OC)cc3)C2)C1	-3.0%[12.7 µM]
COc1ccc(-c2nc3cnc(Oc4ccccc4)nc3n(CCC#N)c2=O)cc1	2.9%[0.501 µM]
COc1ccc(C2=N[C@@H](C(C)C)CO2)cc1	2.0%[135 µM]
COc1ccccc1CNc1ccnc(-c2ccc(C(=O)N(C)C)cc2)n1	14.2%[0.501 µM]
C[C@H]([C@H](C)N1CC(=O)NC(=O)C1)N1CC(=O)NC(=O)C1	2.24µM*
CN(C)c1ncc2nc(-c3cccs3)c(=O)n(CCc3ccccc3)c2n1	17.6%[0.501 µM]
COc1ccc(-n2c(=O)c(-c3cccs3)nc3cnc(N4CCN(C)CC4)nc32)cc1	1.3%[0.501 µM]
COCC(=O)N1CCC[C@@]2(CCN(c3ccncc3)C2)C1	3.0%[12.7 µM]
COc1ccc2[nH]cc(CCNc3cc(-c4ccccc4CN(C)C)ncn3)c2c1	50.9%[0.501 µM]

Random excerpt: seven records from the list
Structure	G9a block
Cc1ccccc1-c1ccc2ncnc(N3CCOCC3)c2c1	5.1%[0.501 µM]
Cn1c(=O)c(-c2ccc(Cl)cc2)nc2cnc(Nc3ccccc3)nc21	-1.9%[0.501 µM]
C[C@H]1[C@@H](O)[C@@H](C)\C=C/C=C\C=C/C=C\C=C/C=C\C=C/[C@@H](O[C@H]2O[C@@H](C)[C@@H](O)[C@@H](N)[C@@H]2O)C[C@@H]2O[C@](O)(C[C@@H](O)C[C@@H](O)[C@@H](O)CC[C@@H](O)C[C@@H](O)CC(=O)O[C@H]1C)C[C@@H](O)[C@H]2C(=O)O (stereo in doubt)	8.7%[21.5 µM]
COc1ccc2[nH]cc(CCNc3nc(-c4cccc(C#N)c4)nc4ccccc34)c2c1	-8.1%[0.501 µM]
COc1cc2c(cc1OC)-c1c(oc3cc(O)cc(O)c3c1=O)CO2	-37.6%[2.33 µM]
CN(C)c1ccc(-c2cncnc2Nc2ccccc2)cc1	1.1%[0.501 µM]
COc1ccc(-n2c(=O)c(-c3cccs3)nc3cnc(N4CCN(C)CC4)nc32)cc1	1.3%[0.501 µM]
